# TbREL1 primary – TbREL1 inhibition, primary screen; inhibition, % at 9.66 µM; TbREL1 RNA ligation, FRET fluorescence; hit rate 0.49% among 89,000;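 active means inhibition above the mean inhibition across all screened compounds plus 3 SD, cut at about 11% in these data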;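 further: 0% = plate median of test wells and 100% = NSC42067 control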
# Target sequence (P86926 whole entry, looked up): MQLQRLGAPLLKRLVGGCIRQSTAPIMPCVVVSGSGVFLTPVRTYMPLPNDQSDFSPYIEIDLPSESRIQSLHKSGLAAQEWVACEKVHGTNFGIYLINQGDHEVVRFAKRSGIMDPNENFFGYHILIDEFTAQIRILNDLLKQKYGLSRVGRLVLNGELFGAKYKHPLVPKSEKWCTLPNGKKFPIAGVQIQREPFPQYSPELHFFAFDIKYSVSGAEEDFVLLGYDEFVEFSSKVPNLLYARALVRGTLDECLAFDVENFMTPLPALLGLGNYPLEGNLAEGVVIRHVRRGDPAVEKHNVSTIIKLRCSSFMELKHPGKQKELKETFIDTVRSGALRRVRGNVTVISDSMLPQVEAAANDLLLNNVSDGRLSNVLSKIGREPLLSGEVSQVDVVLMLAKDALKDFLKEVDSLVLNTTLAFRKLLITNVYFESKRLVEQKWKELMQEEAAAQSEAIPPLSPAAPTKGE
# * hit, by the source's call. An excerpt, so the mix of outcomes need not match the whole.
# A first look (2 entries):
TbREL1 primary	Compound
-4.8	COC(=O)c1cccnc1-n1c(=O)c2cccnc2n(Cc2cccc(OC)c2)c1=O
3.2	CC(=O)c1ccc(NC(=O)CSCC(=O)Nc2ccc3ccccc3c2)cc1

# All compounds of this part, repeating the preview:
TbREL1 primary	Compound
-4.8	COC(=O)c1cccnc1-n1c(=O)c2cccnc2n(Cc2cccc(OC)c2)c1=O
3.2	CC(=O)c1ccc(NC(=O)CSCC(=O)Nc2ccc3ccccc3c2)cc1
5.1	CCOC(=O)C1CCCN(C(=O)c2ccc3oc(CCc4ccccc4)nc3c2)C1 (stereo not drawn)
1.7	Cc1nc(N)nc(Nc2ccc(C#N)cc2)c1Br
4.2	O=C(COC(=O)Cc1c(F)cccc1Cl)NNC(=O)c1ccccc1
1.0	CC(=O)N1CCc2cc(S(=O)(=O)NC3CCN(C(=O)C(C)(C)C)CC3)ccc21
1.5	CCCCNC(=O)CCn1c(=O)c2ccccc2n(Cc2ccccc2C)c1=O
2.7	Cc1cccc(C)c1NC(=O)Cn1c(=O)n(CCC(=O)NCc2ccco2)c(=O)c2sccc21
-4.1	CC1=CC(=O)C(C(C)C)=C/C1=N\OS(=O)(=O)c1ccc(F)cc1
-6.0	CN(C)C(=O)[C@H]1C[C@H]1[C@@H](O)[C@H](CO)NC(=O)[C@H](Cc1ccccc1)NC(=O)OC(C)(C)C
2.3	CCCC(C)C(=O)NC1CCCCN(C)C1=O (stereo not drawn)
-1.7	CC(C)Oc1ccc(S(=O)(=O)N2CCCCC2)cc1NC(=O)CN1C(=O)NC(C)(c2ccccc2)C1=O (stereo not drawn)
1.9	CC1(C)CC2CC(C)(CN2C(=O)c2cc(-c3ccc(F)cc3)on2)C1 (stereo not drawn)
0.1	COc1ccc(/C=C2\SC(=O)N(CC(=O)NC3CCS(=O)(=O)C3)C2=O)cc1 (stereo not drawn)
-3.9	Cc1ccc(NC2CC(=O)N(Cc3ccccc3)C2=O)cc1 (stereo not drawn)
-4.3	COc1ccc2c3c([nH]c2c1)[C@]1(NCC3)C(=O)N(C)c2ccc(Cl)cc21
-3.6	Cc1[nH]c2ccccc2c1Cc1nnc(SCC(=O)NCc2ccco2)o1
-4.3	CN(C)S(=O)(=O)c1cccc(-c2nnc(SCC(=O)NCCCCCC(=O)O)n2-c2ccc(F)cc2)c1
3.9	COc1cccc(CNC(=O)C2CCCN(c3nn4c(=O)cc(C)nc4s3)C2)c1OC (stereo not drawn)
-0.5	COCCCNC(=O)CCn1c(=O)c2ccccc2n(CC(=O)Nc2ccccc2C)c1=O
-1.0	C#CCn1c(S(=O)(=O)Cc2ccc(OC)cc2)nc(-c2ccccc2)c1-c1ccccc1
5.9	COc1ccccc1-c1sc2cc3c(cc2c1C#CC1(O)CCCCC1)OCO3
4.8	CCOc1ncccc1C(=O)N1CCN(c2cc(Cl)ccc2C)CC1
0.2	Clc1ccc(CSc2nnc(-c3sccc3-n3cccc3)o2)cc1
6.7	COc1cccc(/C=N/NC(=O)c2cc(-c3cccn3C)n[nH]2)c1
-2.2	Cc1cc(C(F)(F)F)nc(SCC(=O)NC2CCCCC2)n1
0.2	O=c1cc(N2CCc3ccccc32)[nH]c(=O)n1-c1ccc(Br)cc1
1.6	CCN(CC)CCn1c2c(c(SCC(=O)NCc3ccccc3)nc1=O)CCCC2
6.4	O=C(CN1CCN(C(=O)c2ccccc2)CC1)Nc1ccc(Br)cn1
0.8	O=C(Nc1cccs1)Nc1nnc([C@@H]2C[C@H](O)[C@@H](CO)O2)s1
1.2	Cn1cc(/C=C(\NC(=O)c2ccccc2)C(=O)NCCN2CCOCC2)c2ccccc21
-1.6	CCOC(=O)N1CCN(C(=S)Nc2ccc(C)c(C)c2)CC1
2.8	CC(C)(C)OC(=O)C1[C@H](O)C=CC[C@H]1S(=O)c1ccccc1 (stereo partly drawn)
-1.8	CCCNC(=S)N1CC2(C)CN(C(=O)C(=O)OC)CC(C)(C1)C2=O
-2.0	O=C(NC1CCCCCC1)c1ccc2c(=O)n3c(nc2c1)CCCCC3
5.5	C=CCN1C(=O)[C@H](CC(=O)NCCCN2CCCC2=O)[C@@]2(C(=O)OCC)CCCC=C12
3.9	CCCCN(C(=O)CSCC(=O)Nc1ccc(C)cc1)c1c(N)n(CC(C)C)c(=O)[nH]c1=O
-4.8	CCCCc1ccc(-c2noc(CCC(=O)NCC)n2)cc1
-4.3	COc1ccc(OC)c(Nc2nc(-c3sc(C)nc3C)cs2)c1
1.2	CC(C)OC(=O)c1nn2c(C(F)(F)F)cc(-c3ccc(Br)o3)nc2c1Br
-6.6	Cc1cc(C)c(NC(=O)CSc2nnc(CN3CCOCC3)n2C)c(C)c1
-2.8	CCOC(=O)CNC(=O)C1(/C=C/c2ccccc2)CC(=O)N1c1ccc(C)cc1 (stereo not drawn)
3.8	CCc1ccc(Nc2n[n+](-c3ccccc3)c(-c3ccc(OC)c(Br)c3)s2)cc1
6.1	CCOC(=O)C1(C)CCCN(C(=O)c2cc(C#N)cs2)C1 (stereo not drawn)
-2.8	CCC(C)N(C(=O)CSc1nnc(-c2cccnc2)n1C1CCCCC1)C(C)CC (stereo not drawn)
7.9	CCOC(=O)c1cnc(SC)nc1Oc1cccc(NS(=O)(=O)c2ccc(Cl)cc2)c1
1.1	Cc1ccc(C(C)NC(=O)c2cccs2)cc1C (stereo not drawn)
-2.7	COc1ccc(/C=C/C(=O)Nc2ccccc2C(=O)O)cc1
2.2	CC(CNC(=O)COC(=O)c1cccnc1Cl)c1ccccc1 (stereo not drawn)
-4.3	CC(=O)NCCC(=O)Nc1cc(S(=O)(=O)N2CCOCC2)ccc1N1CCCC1
1.4	Cc1cccc(NC(=O)/C(C#N)=C/c2ccc[nH]2)c1C
0.0	CCCCNc1ccc(S(=O)(=O)c2cccc([N+](=O)[O-])c2)cc1[N+](=O)[O-]
1.4	CCn1c(=N)n(CC(O)c2ccco2)c2ccccc21 (stereo not drawn)
2.2	CCOC(=O)C1CCCN(c2c(C(=O)c3ccccc3)cnc3ccc(OC)cc23)C1 (stereo not drawn)
1.3	Cc1ccc(N(CC(=O)N/N=C/c2ccc(OC3CSC3)cc2)S(=O)(=O)c2ccccc2)cc1
1.6	CC(=O)Oc1cc2oc(=O)c3c(c2cc1Cl)CCC3
3.4	O=C(Nc1ccc(Cl)cn1)c1cc2ccccc2o1
1.1	CC(CC(=O)Nc1ccc(S(=O)(=O)Nc2ncccn2)cc1)c1ccccc1 (stereo not drawn)
0.0	COc1ccc(NC(=O)NNC(=O)COc2ccc3cc(Br)ccc3c2)c(OC)c1
0.3	CCc1ccc2c(c1)NC(=O)C2(C)Cc1ccc(C(F)(F)F)nc1 (stereo not drawn)

# A draw from above in order of number of heavy atoms, high to low.
TbREL1 primary	Compound
0.0	COc1ccc(NC(=O)NNC(=O)COc2ccc3cc(Br)ccc3c2)c(OC)c1
3.8	CCc1ccc(Nc2n[n+](-c3ccccc3)c(-c3ccc(OC)c(Br)c3)s2)cc1
4.8	CCOc1ncccc1C(=O)N1CCN(c2cc(Cl)ccc2C)CC1

# Taken from above:
# In TbREL1 primary, CCc1ccc2c(c1)NC(=O)C2(C)Cc1ccc(C(F)(F)F)nc1 (stereo not drawn) is listed with 0.3
# In TbREL1 primary, CC(=O)Oc1cc2oc(=O)c3c(c2cc1Cl)CCC3 is listed with 1.6
# In TbREL1 primary, CCCCc1ccc(-c2noc(CCC(=O)NCC)n2)cc1 is listed with -4.8

# (further entries)
TbREL1 primary	Compound
-4.9	CCCCN(C(=O)CSc1nnc(-c2ccco2)o1)c1c(N)n(Cc2ccccc2)c(=O)[nH]c1=O
-2.4	CCOC(=O)c1cnn(CCOC(=O)c2ccccc2)c1NC(=O)c1ccccc1
-2.2	NC(=O)c1ccc(Cn2c(C(=O)c3ccc(Cl)cc3)c3ccccc3[n+]2[O-])cc1
-0.7	COc1cc(C(=O)NCC2CCCO2)ccc1OCc1c(C)noc1C (stereo not drawn)
2.2	Cc1ccc(NC(=O)CSc2n[nH]c(C)c2[N+](=O)[O-])cc1
-3.0	CCOC(=O)N1CCN(CC(=O)N2CCC(C(N)=O)CC2)CC1
-2.3	CC1CCN(C(=O)c2ncn(C)c2C(=O)N2CCC(C)CC2)CC1
-0.6	Cc1cc(NC(=O)CSc2nc3cc(C)c(C)cc3cc2C)no1
0.6	Cc1ccc(-n2ncc3c2CCCC3NC(=O)CCn2ccnc2C)cc1C (stereo not drawn)
-1.9	CC1Nc2ncnc(N3CCN(c4ccccc4)CC3)c2N(Cc2ccccc2)C1=O (stereo not drawn)
2.8	NC(=O)c1nsc(C(=O)N(c2ccccc2F)C(C(=O)NCc2ccccc2)c2ccc(O)cc2)c1N (stereo not drawn)
2.0	Cc1cc(=O)oc(C)c1C(=O)NCc1c(F)cc(F)cc1F
-2.1	COc1cccc(CC(=O)OCC(=O)N(C)CC(=O)Nc2ccccc2Cl)c1
-1.7	CC(CNC(=O)CC(C)(C)C)NC(=O)CC(C)(C)C (stereo not drawn)
-2.0	Cn1c(=O)oc2cc(S(=O)(=O)NCC3CCCO3)ccc21 (stereo not drawn)
-0.8	COc1cccc(NC(=O)C2CCCN2C(=O)Nc2cccc3c2OCO3)c1 (stereo not drawn)
-2.0	Cc1c(NC(=S)NC(NC(=O)C(C)(C)C)C(Cl)(Cl)Cl)c(=O)n(-c2ccccc2)n1C (stereo not drawn)
-0.5	CC1=Nc2ccc(C)c3nc(C)cc(c23)N1c1ccc(C)cc1
5.4	CCOc1ccc(C(=O)C[n+]2ccccc2C)cc1
1.0	CCn1c(CC(=O)Nc2ccc(C)cc2)nnc1SCC(=O)NCc1ccccc1
-3.4	CC(C)c1ccc(N2C(=O)/C(=C/N(C)C)SC2=S)cc1
-2.3	O=C(Cc1ccccc1)NN1CCCCC1
-6.8	CCOc1ccc(NC(=S)N2CCc3cc(OC)c(OC)cc3C2COc2ccc3c(C)cc(=O)oc3c2)cc1 (stereo not drawn)
-0.2	Cc1c(CNCCC2=CCCCC2)c(C(=O)O)c(C)n1Cc1ccccc1
0.0	O=c1oc2ccccc2c2c1cnc1ccccc12
-0.8	CC(C)(C)CC(=O)Nc1nnc(SCC(=O)N2CCCCC2)s1
-1.4	CCO/N=C(\C)c1c(O)cc(C(C)C)n(-c2ccccc2)c1=O
-0.5	CN(C)S(=O)(=O)n1cc(/C=C(\NC(=O)c2ccccc2Cl)C(=O)NCCCn2ccnc2)c2ccccc21
-1.5	COc1ccccc1OCCCOc1ccc([N+](=O)[O-])cc1Cl
0.1	CCCN1C(=O)c2ccccc2NC1c1ccc(OC)c(CSc2ccccn2)c1 (stereo not drawn)

# Reprinted from the part before: 2 compounds; new compounds follow.
TbREL1 primary	Compound
-1.5	COc1ccccc1OCCCOc1ccc([N+](=O)[O-])cc1Cl
0.1	CCCN1C(=O)c2ccccc2NC1c1ccc(OC)c(CSc2ccccn2)c1 (stereo not drawn)
3.1	CCOCCCNc1nc(=S)[nH]c2cc(OC)c(OC)cc12
6.3	COc1ccc(CNc2nc(-c3cccnc3)nn2C(=O)c2cccs2)cc1
-0.9	Cc1cccc2cc3c(N)c(C#N)sc3nc12
-3.4	Cc1ccc(NC(=O)[C@@H](Cc2ccccc2)NC(=O)[C@H]2O[C@@H](n3ccc(=O)[nH]c3=O)[C@H](O)[C@@H]2O)cc1C
-1.8	CC1(C)C[C@H]2C3=CCC4[C@@]5(C)CC[C@H](O)[C@](C)(CO)C5CC[C@@]4(C)[C@]3(C)C[C@H]3O[C@@H]1[C@H](O)[C@]32CO (stereo partly drawn)
5.8	CCCCOC(=O)Cn1cnc2ccc(Br)cc2c1=O
-0.8	COc1ccc(OC)c(CN2CCN(C(=O)c3cc(S(=O)(=O)N4CCOCC4)ccc3C)CC2)c1
2.4	COc1ccc(CCNC(=O)CSc2nc3c([nH]2)c(=O)n(C)c(=O)n3C)cc1
2.4	CN1OC[C@@H]2CN3C(=O)N(c4cccc5ccccc45)c4ccccc4[C@@H]3C[C@@H]21
-3.0	COc1ccc(CCn2c(C)cc(C(=O)CSc3nc(N)cc(=O)[nH]3)c2C)cc1
-0.5	CCCN(CCC)Cc1cc(=O)oc2cc3c(cc12)CCC3
-3.1	CCCCNC(=O)C(=O)N/N=C/c1ccc(OCC(=O)Nc2cccc(OC)c2)c(OC)c1
-2.5	COC(=O)C1(C(F)(F)F)C2C=CC(C2)N1S(=O)(=O)c1ccc(C)cc1 (stereo not drawn)
0.7	CCc1nnc(NC(=O)CSc2nnc(-c3ccccc3OC)n2-c2ccc(C)cc2)s1
5.5	O=C(COC(=O)Cc1ccc(Br)cc1)NC12CC3CC(CC(C3)C1)C2
1.9	Cc1ccc(CSC2=NCCN2C(=O)c2ccco2)cc1
1.7	C=CCc1ccc(OCCOCCN(C)C)c(OC)c1
-2.7	C[C@@H](C(=O)OCC(=O)NCCc1ccc(S(N)(=O)=O)cc1)N1C(=O)C2CCCCC2C1=O (stereo partly drawn)
1.9	Cc1cccc(NC(=O)c2ccc(S(=O)(=O)NCc3ccco3)cc2)n1
-3.3	O=C(C[n+]1ccc2ccccc2c1)c1ccc2ccc3ccccc3c2c1
-2.0	O=C(COc1ccc2c(c1)CCC2)N1CCN(c2ccc(F)cc2)CC1
-0.8	CCOC(=O)c1c(C)[nH]c(C(=O)OCC(=O)c2ccccc2)c1C
-2.2	O=C(C1CCC(=O)N(C2CC2)C1)N1CCN(c2cccc(Cl)c2)CC1 (stereo not drawn)
4.4	COc1ccccc1C(=O)Nc1ccc2c(c1)C(=O)NC2=O
-2.9	O=C(CCC1CCCN(C(=O)c2cccc(F)c2)C1)N1CCN(c2ccccn2)CC1 (stereo not drawn)
-0.6	CC1(C)NC(=O)N(CCOc2cccc(Cl)c2Cl)C1=O
0.3	O=C(CCC(=O)Nc1ccccc1)N/N=C/c1ccncc1
3.3	CC(C)CCn1c(SCC(N)=O)nc2c1c(=O)n(C)c(=O)n2C
-3.1	c1ccc(CN2CCCC3(CCCN(Cc4nc(CC5CC5)no4)C3)C2)cc1 (stereo not drawn)
2.4	COc1ccc(-c2ccc3c(c2)S(=O)(=O)c2cccc(C(=O)NCCOc4ccccc4Cl)c2C3=O)cc1OC
-2.2	CS(=O)(=O)N1CCC(NC(=O)Nc2ccc(OC(F)(F)F)cc2)CC1
-0.6	CC(C)(C)NC(=O)CN(C(=O)C1CSC(=O)C1)c1ccccc1F (stereo not drawn)
-0.6	CCc1ccc(C(=O)NC(CC(C)C)C(=O)O)cc1 (stereo not drawn)

# Assay outcomes: PubChem, The Scripps Research Institute Molecular Screening Center
